TR-FRET SRC-2 ct: TR-FRET signal artefacts, primary screen, artefact control for PPARgamma SRC-2 agonist project, biochemical | TR-FRET artefact counter-screen; stronger effect = higher value | TR-FRET ratio at 8 µM | 0.4% of 200,000 active; in the data active means TR-FRET ratio above about 2000; further: inactives centre near 1500
PPARg SRC3 recr: PPARgamma agonists recruiting SRC-3 coactivator, primary screen, biochemical; 0.26% of 200,000 active; activation, % at 8 µM; AID 731, 2007; biochemical PPARgamma/SRC-3 coactivator recruitment assay; in the data active means activation above about 23%;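 further: 0% = DMSO and 100% = reference agonist; some compounds past the cut are filed as inactive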
TNAP act hiacc: TNAP activators at high phosphate acceptor level, primary screen, biochemical, luminescence, uHTS; purified TNAP, CDP-star luminescence, 1 M DEA, 30 min; stronger effect = higher value; 0 = EDTA background, 1 = DMSO-only activity; activation factor at 20 µM; 200,000 tested, under 10 active;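 active means activation factor at least 2 at 20 µM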
Target sequence (P05186 whole entry, looked up): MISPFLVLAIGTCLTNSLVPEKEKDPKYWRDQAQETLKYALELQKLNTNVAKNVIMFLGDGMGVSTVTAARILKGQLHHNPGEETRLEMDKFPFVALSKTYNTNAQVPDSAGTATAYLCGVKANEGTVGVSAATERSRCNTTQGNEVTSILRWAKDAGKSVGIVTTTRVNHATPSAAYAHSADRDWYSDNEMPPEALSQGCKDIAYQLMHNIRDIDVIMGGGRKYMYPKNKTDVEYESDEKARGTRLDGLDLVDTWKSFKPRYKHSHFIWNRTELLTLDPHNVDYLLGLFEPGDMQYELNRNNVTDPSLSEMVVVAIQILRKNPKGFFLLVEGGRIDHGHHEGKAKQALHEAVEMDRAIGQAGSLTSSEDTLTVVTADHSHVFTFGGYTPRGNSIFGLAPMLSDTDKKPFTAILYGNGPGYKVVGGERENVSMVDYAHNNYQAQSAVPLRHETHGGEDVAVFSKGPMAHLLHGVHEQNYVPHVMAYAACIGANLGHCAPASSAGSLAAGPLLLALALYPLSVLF
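system = human TNAP | amount = enzyme diluted 1/800 final | reagent = 100 µM CDP-star substrate | signal = luminescent substrate turnover signal | dosing = one dose, 20 µM | benchmarks = EDTA negative control, DMSO positive control | measure = activation factor | timing = 30 min reaction, room temperature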
bIAP activator: bovine intestinal alkaline phosphatase activators, primary screen, biochemical, bovine IAP, CDP-star luminescence. activation factor at 20 µM. purified bovine IAP, 30 min; stronger effect = higher value; fold of DMSO-control signal, blank-subtracted. 0.17% of 200,000 active. alkaline phosphatase, intestinal [Bos taurus];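 active means activation factor of 2 or more at 20 µM, a signal rise over negative controls twice the positive control's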
STAT3 activator: IL-6 driven STAT3 reporter potentiators, primary screen, U3A cells, luciferase, luminescence, MLSCN library | IL-6 STAT3-luciferase reporter; 100% = signal with IL-6 EC80 alone | activation (% of control), % at 5.6 µM | 0.91% of 190,000 active;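 active means activation above the screen-wide mean of compound activation plus 3 SD, cut at about 130% in these data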;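 further: 0% = background luminescence of wells with medium and substrate only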
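Test system: Human STAT1-deficient U3A cells with stable STAT3-luciferase reporter | Also added: Interleukin-6, 33 ng/mL | Timing: Compound pre-incubation 1 h before IL-6, then 6 h stimulation at 37 °C | Technique: Luciferase reporter luminescence | Read-out: Percent of IL-6-only median luminescence | Benchmarks: IL-6-only wells as 100% reference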
STAT1 inh: STAT1 signaling inhibitors, primary screen, cell-based, HTS, luciferase reporter; NIH 3T3 STAT1-luciferase reporter, IFN-gamma, luminescence; inhibition, % at 5.5 µM; 0.35% of 200,000 active;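 active means inhibition above a set limit, the mean inhibition across all tested compounds plus 3 SD, cut at about 34% in these data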;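 further: 0% = IFN-gamma with DMSO and 100% = IFN-gamma with 300 µM nifuroxazide; values of inactives mirror those of a sister screen read the other way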
PPARg SRC-1 ag: PPARgamma agonists recruiting SRC-1 coactivator, primary screen, biochemical; Peroxisome proliferator-activated receptor gamma (Homo sapiens), P37231; PPARgamma-SRC-1 coactivator recruitment biochemical assay; activation, % at 8 µM; 0.41% of 200,000 active; AID 631, 2007; in the data active means activation above about 19%;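 further: 0% = DMSO and 100% = reference agonist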
bIAP inhibitor: bovine intestinal alkaline phosphatase inhibitors, primary screen, selectivity assay for TNAP inhibitor project, biochemical, bovine IAP, CDP-star luminescence | inhibition, % at 20 µM | AID 1019, 2008 | 190,000 tested, under 10 active | purified bovine IAP, 30 min | alkaline phosphatase, intestinal [Bos taurus];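 active means over 50% inhibition of intestinal alkaline phosphatase at 20 µM in the single-dose screen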
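Incubation: 30 min reaction at room temperature / Material: purified bovine intestinal alkaline phosphatase (IAP) enzyme / Input: enzyme at 1/65,000,000 dilution / Dosing: 20 µM single dose / Signal: CDP-star luminescence signal / Reagent: CDP-star chemiluminescent phosphatase substrate, 30 µM final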
ROMK mod: ROMK potassium channel modulators, primary screen, cell-based, thallium flux, MLSMR library | Tet-inducible ROMK, thallium flux fluorescence; actives lie on both sides | B-score at 10 µM | 2% of 130,000 active | AID 1918, 2009;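 active means signal ratio slope over the read window, or its plate-corrected B-score, at least 3 SD from the plate mean, either direction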;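 further: B-score of the F/F0 ratio slope over 7 to 12 s after thallium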
Target sequence (P48048 whole entry, looked up): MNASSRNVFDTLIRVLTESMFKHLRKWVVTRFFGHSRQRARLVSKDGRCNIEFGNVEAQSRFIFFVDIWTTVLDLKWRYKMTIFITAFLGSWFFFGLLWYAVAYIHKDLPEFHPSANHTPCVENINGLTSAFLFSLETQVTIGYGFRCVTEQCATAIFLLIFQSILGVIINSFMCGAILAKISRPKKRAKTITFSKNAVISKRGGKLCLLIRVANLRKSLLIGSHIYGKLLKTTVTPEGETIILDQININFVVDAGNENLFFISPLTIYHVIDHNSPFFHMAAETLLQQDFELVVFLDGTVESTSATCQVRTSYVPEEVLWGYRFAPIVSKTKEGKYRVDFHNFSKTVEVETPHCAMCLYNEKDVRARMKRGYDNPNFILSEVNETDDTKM
PPARg SRC2 recr: agonists of PPARg-SRC-2 recruitment, primary screen, biochemical, HTS; PPARgamma LBD-SRC-2 recruitment; activation, % at 8 µM; 0.34% of 200,000 active; AID 1032, 2008; in the data active means activation above about 22%;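 further: 0% = vehicle and 100% = reference agonist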
STAT3 inh: IL-6 driven STAT3 reporter inhibitors, primary screen, U3A cells, luciferase, luminescence, MLSCN library; IL-6 STAT3-luciferase reporter; host cell line lacks STAT1; inhibition, % at 5.5 µM; 0.89% of 190,000 active; AID 862, 2007;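 active means inhibition above the mean inhibition across all screened compounds plus 3 SD, cut at about 44% in these data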;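 further: 0% = DMSO only wells and 100% = 100 µM nifuroxazide control wells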
The depositor's hits bear a star; x = not tested or not shown.

Every second line gives: ROMK mod	TNAP act hiacc	PPARg SRC3 recr	bIAP activator	TR-FRET SRC-2 ct	PPARg SRC2 recr	STAT1 inh	STAT3 inh	PPARg SRC-1 ag	STAT3 activator	bIAP inhibitor
1. O=C(O)CC(c1cccc([N+](=O)[O-])c1)N1Cc2ccccc2C1=O (centres undefined)
 : 1.2	0.9	5	1.1	1754	8	-1	15	12	96	-11
2. COc1ccc(Br)cc1/C=C/C(=O)Nc1c(C)cccc1C
 : x	1	16	1	1520	8	3	3	-1	102	3
3. CCOc1cc2[nH]c(=S)n(CCCN3CCCC3=O)c(=O)c2cc1OCC
 : 0.072	1	-2	1	1588	6	8	-4	-1	107	2
4. COC(=O)CC1SC(=O)NC1=Nc1cccc(C)c1 (centres undefined)
 : -0.48	1	4	0.9	1522	6	0	0	-3	100	13
5. CCOC(=O)c1c(N)c(C#N)cn1-c1ccccc1
 : -0.51	1	9	0.9	1503	14	6	-16	-2	116	14
6. COC(=O)c1cccc(Nc2ncnc3ccc(C)cc23)c1
 : 0.067	1	-3	0.9	1363	1	2	-6	0	110	13
7. Cc1nc2ccccc2c2oc(C(=O)NCCN3CCCCC3C)cc12 (centres undefined)
 : x	1	-2	1	1651	-2	3	8	8	94	0
8. Cc1nc2ncnn2c(Nc2ccc3c(c2)OCO3)c1Cc1ccccc1
 : 0.22	1	7	1.2	1534	-1	0	0	13	101	-16
9. Cc1ccccc1-n1c(C)c(C#N)c(=O)c(-[n+]2ccccc2)c1[S-]
 : 0.81	1	1	1	1538	5	-1	3	2	97	2
10. CCCC(C)C(=O)OCC(=O)Nc1ccc(Br)cc1 (centres undefined)
 : 0.16	1	2	0.9	1490	4	2	-4	2	105	6

Every second line gives: ROMK mod	TNAP act hiacc	PPARg SRC3 recr	bIAP activator	TR-FRET SRC-2 ct	PPARg SRC2 recr	STAT1 inh	STAT3 inh	PPARg SRC-1 ag	STAT3 activator	bIAP inhibitor
11. O=C(C1CCN(C2CCN(Cc3ccc4cc(F)ccc4n3)CC2)CC1)N1CCCC1
 : 0.9	1	3	1.1	1528	2	2	-14	1	118	-9
12. CCSc1nnc(NC(=O)CSc2nnc(CNC(=O)c3ccc(OC)c(OC)c3)o2)s1
 : -0.2	1	-2	1	1501	-5	3	-7	0	104	-3
13. Cc1nn(CC(=O)N2CCc3ccccc3C2)c(C)c1[N+](=O)[O-]
 : -0.44	1	5	0.9	1497	2	1	-4	1	108	12
14. O=C(Nc1cc(Cl)ccc1O)c1snnc1-c1ccccc1
 : x	1	-4	1	1544	6	-4	2	-6	100	-1
15. CCOc1ccc(NC(=O)N(C2CCCCCC2)C2CCN(C(C)=O)CC2)cc1
 : x	1	-2	1	1380	-6	-21	9	-2	98	-1
16. CCOC(=O)c1cc(NC(=O)c2ccccc2)c(=O)oc1-c1ccccc1
 : x	1	-7	1	1442	2	3	10	-2	93	3
17. O=C(CC1(O)C(=O)Nc2ccccc21)c1ccccc1O (centres undefined)
 : x	1.1	2	0.9	1463	11	3	-15	6	114	9
18. O=C(NC(C(=O)c1ccccc1)N1CCOCC1)c1ccccc1 (centres undefined)
 : x	1	4	1	1593	5	-10	1	-6	103	4
19. CC(Sc1ccccc1)C(=O)Nc1cccc(N(C)S(C)(=O)=O)c1 (centres undefined)
 : x	1	-5	0.9	1561	7	-4	-4	6	103	11
20. CCO[C@@H]1OC(C(=O)N2CCOCC2)=C[C@H](C)[C@H]1CCCO
 : x	1	-3	1.1	1704	-2	5	x	-10	x	-9

2 compounds drawn at random from the list so far, as already listed:
Every second line gives: ROMK mod	TNAP act hiacc	PPARg SRC3 recr	bIAP activator	TR-FRET SRC-2 ct	PPARg SRC2 recr	STAT1 inh	STAT3 inh	PPARg SRC-1 ag	STAT3 activator	bIAP inhibitor
15. CCOc1ccc(NC(=O)N(C2CCCCCC2)C2CCN(C(C)=O)CC2)cc1
 : x	1	-2	1	1380	-6	-21	9	-2	98	-1
13. Cc1nn(CC(=O)N2CCc3ccccc3C2)c(C)c1[N+](=O)[O-]
 : -0.44	1	5	0.9	1497	2	1	-4	1	108	12

Next records
Every second line gives: ROMK mod	TNAP act hiacc	PPARg SRC3 recr	bIAP activator	TR-FRET SRC-2 ct	PPARg SRC2 recr	STAT1 inh	STAT3 inh	PPARg SRC-1 ag	STAT3 activator	bIAP inhibitor
21. Cc1cc(=O)oc2cc(OC(C)C(=O)Nc3nccs3)ccc12 (centres undefined)
 : x	1	18	0.9	1638	5	2	7	12	98	13
22. Cc1nc(Sc2nnnn2C)c2c3c(sc2n1)CCC3
 : -0.93	1.1	4	0.9	1499	-2	15	7	0	97	10
23. O=C(Cn1cc(C(F)(F)F)cc(Cl)c1=O)Nc1cccc(Cl)c1
 : -1.1	1	-4	0.9	1430	-6	-5	-5	-6	103	5
24. O=C(Nc1ccccc1)C1=C[C@H](c2ccc(Br)cc2)C[C@H](OCc2ccc(CO)cc2)O1
 : x	1.1	0	1	1584	4	-2	x	-2	x	2
25. Cc1cccc(OCc2nnc(N)s2)c1
 : x	1	6	0.9	1432	-5	-5	0	-5	104	10
26. COc1cc(C(=O)NCc2cccc3ccccc23)ccc1OCc1ccccc1
 : x	1.1	-11	1.4	1782	-8	-4	9	-9	96	-35
27. CCOc1ccc(N2C(=O)CC(n3ccc(C)n3)C2=O)cc1 (centres undefined)
 : 0.09	1	-8	0.8	1545	0	-3	7	1	97	17
28. COc1cc(C(=O)N2CCN(C/C=C/c3ccccc3)CC2)cc(OC)c1C
 : -2.2	1.1	3	1.1	1701	15	0	3	0	98	-9
29. O=C(CN1C(=O)NC2(CCCCC2)C1=O)NCc1ccc2c(c1)OCO2
 : -0.12	1.1	2	1.1	1472	2	-1	3	-4	99	-7
30. O=C(CSc1n[nH]c(=O)[nH]c1=O)NC1CC1
 : -0.13	1	3	1	1756	6	3	6	2	97	3

Every second line gives: ROMK mod	TNAP act hiacc	PPARg SRC3 recr	bIAP activator	TR-FRET SRC-2 ct	PPARg SRC2 recr	STAT1 inh	STAT3 inh	PPARg SRC-1 ag	STAT3 activator	bIAP inhibitor
31. CCOC(=O)CN1C(=O)C(Sc2nnc(-c3ccccc3OC)s2)CCc2ccccc21 (centres undefined)
 : x	x	-5	x	1604	1	0	6	3	99	x
32. CCOC(=O)C1=NN(C(=O)COc2ccccc2)C(O)(c2ccc(Br)cc2)C1 (centres undefined)
 : -0.48	1	-6	1	1577	0	-2	2	3	103	-2
33. C[n+]1cc(C(=O)N2CCCCC2)ccc1/C=C/c1c[nH]c2ccccc12
 : x	0.8	11	0.7	1780	10	0	-15	14	116	31
34. O=C(Nc1nc2c(ccc3ccccc32)s1)c1cc([N+](=O)[O-])ccc1N1CCOCC1
 : 0.67	1	-1	1	1851	-8	-35	-31	4	133*	2
35. c1ccc(Oc2cnc3ccccc3n2)cc1
 : x	1	1	0.9	1767	14	13	11	1	94	12
36. Cc1cc(C)nc(N2CCC(C(=O)N3CCN(c4cc(Cl)ccc4C)CC3)CC2)n1
 : x	1.1	-7	1.1	1402	0	-3	7	8	102	-8
37. COc1ccc(-c2nc(C#N)c(N3CCCCCC3)o2)cc1
 : x	1	10	0.9	1565	7	6	28	6	79	13
38. Cc1ccc(/C=C2\SC(=S)N(CC(=O)Nc3cccnc3)C2=O)cc1
 : -0.89	1	4	1	1205	-3	-6	9	6	94	2
39. O=C1c2ccccc2C(=O)N1CCCP(=O)(O)CCc1ccccc1
 : 1.1	1	4	0.9	1628	6	2	3	1	99	7
40. O=C(CCc1ccccc1)NCc1ccccn1
 : -0.071	1	4	1	1593	4	2	10	4	95	-4

Every second line gives: ROMK mod	TNAP act hiacc	PPARg SRC3 recr	bIAP activator	TR-FRET SRC-2 ct	PPARg SRC2 recr	STAT1 inh	STAT3 inh	PPARg SRC-1 ag	STAT3 activator	bIAP inhibitor
41. CCN(CC)CCCNCC(=O)Nc1cc(C)on1
 : 0.78	1	5	1	1502	11	3	11	7	96	2
42. O=[N+]([O-])c1ccc2nc(-c3ccccc3)[nH]c2c1
 : -2	1	3	1	1573	17	-40	-2	-3	99	1
43. N#C/C(=C/c1cn[nH]c1-c1ccc(Br)cc1)C(=O)O
 : -2.1	1	4	0.9	1462	-7	-13	6	-3	103	7
44. CCOC(=O)c1ccc(S(=O)(=O)Nc2cc(C(=O)O)ccc2Cl)cc1
 : 0.45	1	3	0.9	1515	7	2	7	-6	98	6
45. COc1ccccc1-n1c(CNC(=O)c2ccco2)nnc1SCC(=O)Nc1cc(C)ccc1C
 : 0.15	1.1	-9	1.1	1641	7	-1	2	6	102	-6
46. S=C(c1cn(CCOc2cccc3ccccc23)c2ccccc12)N1CCCC1
 : -0.13	1	19	1.1	3070*	19	6	-2	15	99	-10
47. C[C@@H](C(=O)Nc1ccc2ccccc2c1)[C@@H]1C[C@@]1(C)[C@@H](NC(=O)c1ccccc1)c1ccccc1
 : -0.46	1	2	0.9	1496	7	-15	-12	8	108	11
48. O=C(c1ccccc1)N1CCC(c2nc3c(nnn3Cc3ccccc3Cl)c(=O)[nH]2)CC1
 : x	1	9	1	1613	20	3	4	1	98	-3
49. CCOC(=O)c1cnc(-n2nc(C)cc2C)nc1Nc1cccc(C(=O)O)c1
 : 0.47	1	-6	0.7	1389	-4	2	5	-1	100	27
50. O=C(Nc1ccnc(-c2cccnc2)n1)c1ccccc1Cl
 : x	1	0	0.9	1535	6	-8	23	7	84	9

Source: PubChem

Not a hit list; overall some 3.7% were active at least once.
